ARNT TACC3 PPI = disruptors of ARNT/TACC3 protein interaction, primary screen, biochemical, AlphaScreen, single concentration | Transforming acidic coiled-coil-containing protein 3 (Homo sapiens), Q9Y6A5 | AlphaScreen His-ARNT PAS-B/GST-TACC3 binding, luminescence; TACC3 fragment carries E629A point mutation | inhibition, % at 9.99 µM | actives 0.66% (n = 390,000) | AID 623870, 2012;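 active = mean inhibition of replicates at least 50% and at least half of replicates each reaching 50%; inconclusive = half or more replicates reach 50% but mean below 50%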;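 also: 0% = complete ARNT plus TACC3 wells and 100% = ARNT alone without TACC3; many hits fall short of the cut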
SIRT5 inh = SIRT5 desuccinylase inhibitors, primary screen, biochemical, fluorescence imaging, single point, set 5; NAD-dependent protein deacylase sirtuin-5, mitochondrial (Homo sapiens), Q9NXA8; Purified SirT5, succinyl-peptide AMC, trypsin-coupled fluorescence; inhibition, % at 15 µM; actives 1.1% (n = 330,000); AID 652115, 2013; in the data active = inhibition above about 15%; inconclusive = no clear call, values can overlap the other calls
Target sequence (Q9NXA8 whole entry, looked up): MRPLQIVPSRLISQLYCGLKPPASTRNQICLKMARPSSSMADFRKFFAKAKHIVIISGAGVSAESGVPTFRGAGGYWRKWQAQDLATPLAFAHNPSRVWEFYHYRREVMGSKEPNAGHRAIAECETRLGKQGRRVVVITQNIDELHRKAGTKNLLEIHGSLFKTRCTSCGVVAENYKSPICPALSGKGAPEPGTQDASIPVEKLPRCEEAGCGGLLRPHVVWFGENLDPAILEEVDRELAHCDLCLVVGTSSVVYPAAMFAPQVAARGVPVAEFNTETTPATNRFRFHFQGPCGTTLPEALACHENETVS
DENV2 CPE rescue = inhibitors of DENV2 cytopathic effect, primary screen, cell-based, plate reader, single concentration; DENV2-infected cells, cytopathic effect rescue; CPE inhibition, % at 9.99 µM; actives 1.7% (n = 350,000); AID 651640, 2012; in the data active = CPE inhibition above about 20%, passing the limit was not always enough; inconclusive = no clear call, values can overlap the other calls; tested in BHK-21 cells;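 also: 0% = median of neutral control wells and 100% = median of positive control wells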
PAX8 inh HTS = inhibitors of PAX8-driven TPO luciferase reporter, primary screen, RMG-I cells, single concentration | AID 652154, 2013 | SteadyGlo, 24 h | inhibition, % at 12.6 µM | actives 1.2% (n = 360,000);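 active = mean replicate inhibition at least 60% with every replicate also reaching 60%; inconclusive = only one of the two criteria is met; inactive = mean below 60% and not all replicates reaching 60%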;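 also: luciferase light reporting Pax8 driven TPO promoter activity; plate controls were median of neutral control wells for no effect and mitoxantrone controls for full effect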
EWS-Fli inh = EWS/Fli-driven NR0B1 reporter inhibitors, primary screen, A673 cells, NR0B1 luciferase, luminescence, MLPCN library. actives 0.67% (n = 350,000). AID 651661, 2012. viability-normalised. inhibition, % at 12.6 µM;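 active = mean inhibition of at least 50% after viability correction, with every replicate also passing that limit; inconclusive = mean reaches 50% but only one of two replicates passes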;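 also: firefly luciferase signal divided by Alamar Blue viability fluorescence both relative to DMSO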
LGR2 antag = inhibitors of bursicon-induced LGR2 CRE-luciferase signal, primary screen, cell-based, HEK293, CRE-luciferase reporter, bursicon stimulation; Drosophila bursicon receptor LGR2 (rickets); bursicon-stimulated, 4 h; inhibition, % at 9.99 µM; actives 0.35% (n = 380,000); AID 720647, 2013;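 active = drop in luminescence signal, shown as inhibition above about 50% in the replicate tests, limit read from the data, passing the limit was not always enough; inconclusive = probably only some replicates passing the limit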;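 also: agonist challenge used bursicon conditioned medium at about half maximal strength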
Casp6 inh = human caspase-6 inhibitors, primary screen, biochemical, VEID-R110 fluorescence, single point, set 2. purified caspase-6, Z-VEID-R110 cleavage fluorescence. inhibition, % at 12.5 µM. actives 0.53% (n = 350,000). AID 686996, 2013;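 active = mean inhibition across replicates at least about 35%, with every replicate also reaching that limit, limit read from the data; inconclusive = only one of the two criteria met; inactive = neither criterion met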;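 also: 0% = median of neutral control wells and 100% = no fluorescence left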
Target sequence (P55212 24-179 limits assumed): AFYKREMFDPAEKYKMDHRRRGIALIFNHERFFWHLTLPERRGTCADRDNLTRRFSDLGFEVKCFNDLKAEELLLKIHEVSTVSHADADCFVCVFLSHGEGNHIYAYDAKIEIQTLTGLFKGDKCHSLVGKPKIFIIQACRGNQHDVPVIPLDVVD
Target sequence (P55212 194-293 limits assumed): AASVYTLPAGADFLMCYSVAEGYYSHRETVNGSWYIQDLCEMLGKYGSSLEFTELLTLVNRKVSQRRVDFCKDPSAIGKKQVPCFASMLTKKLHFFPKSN
* marks the source's active call; other numbers are inactive results; ? = inconclusive; / = no result given.

Each structure is followed by: EWS-Fli inh	Casp6 inh	LGR2 antag	DENV2 CPE rescue	ARNT TACC3 PPI	SIRT5 inh	PAX8 inh HTS
1. COc1ccc(C(=O)Oc2ccc(N(C)S(=O)(=O)c3ccccc3)cc2)cc1[N+](=O)[O-]
    -1	0	6	5	-1	-7	-12
2. Cc1ccc(S(=O)(=O)N(C)C[C@@H]2Oc3ccc(NS(=O)(=O)c4cn(C)cn4)cc3C(=O)N([C@H](C)CO)C[C@@H]2C)cc1
    -8	/	2	/	/	/	4
3. CCC(C)(C)NC(=O)C(c1cccc(OC)c1OC)N(Cc1ccc(OC)cc1)C(=O)CCC(=O)Nc1cc(C)on1 (stereo not given)
    10	2	-12	7	-10	2	10
4. COC(=O)c1ccc(NC(=O)CN2CCN(c3ccccc3C)CC2)cc1
    17	2	-4	2	1	-1	/
5. COc1ccccc1C(=O)NC(=O)COC(=O)c1cnc(C)cn1
    -2	-1	-6	-4	17	-2	/
6. CNC(=O)c1cc(C(=O)c2ccc(Cl)cc2)c(Br)[nH]1
    -1	10	-9	-4	3	-3	7
7. COc1ccccc1N1CCN(C(=O)c2cccc(S(=O)(=O)N3CCCCCC3)c2)CC1
    9	3	17	10	1	-6	10
8. Cc1ccc(OCC(=O)Nc2ccc3c(c2)C(=O)NC3=O)cc1
    /	0	-1	-2	2	-1	8
9. O=C(NC(=S)Nc1ccc2c(c1)OCCO2)c1ccccc1F
    -66	1	-63	-1	4	-8	-114
10. C[C@H](CO)N1C[C@H](C)[C@@H](CN(C)CC2CCCCC2)Oc2ncc(C#C[C@@H](C)O)cc2C1=O
    -3	-2	-1	2	-5	-6	/
11. COc1ccccc1OC(=O)CCN1c2ccccc2Sc2ccccc21
    /	/	-5	/	-5	/	-13
12. Cc1ccc(C)c(-n2nnnc2SCC(=O)NNC(=O)c2ccco2)c1
    1	-1	-7	0	12	-3	4
13. CC1Cc2ccccc2N1C(=O)CSc1nnc(-c2ccc(S(=O)(=O)N3CCOCC3)cc2)n1C (stereo not given)
    /	/	15	/	1	/	19
14. CN(C)C(=O)c1cccc(-c2ccc3n(c2=O)C[C@H]2[C@H](CO)[C@@H](C(=O)NCC(F)(F)F)[C@@H]3N2C)c1
    -4	0	8	-4	-2	-7	/
15. CC1(C)c2[nH]c3ccccc3c2C[C@@H]2C(=O)N(c3ccc(F)cc3F)C(=O)N21
    -9	0	13	14	-1	-4	8
16. CCC(=O)N1CCCCN2[C@H](CO)[C@@H](c3ccc(-c4cccnc4)cc3)[C@H]2C1
    -6	-1	-10	0	-7	0	-54
17. Cc1noc(C)c1NC(=O)N(C)C[C@@H]1OCCCC[C@@H](C)Oc2ccc(NC(=O)Nc3ccc(F)cc3)cc2C(=O)N([C@H](C)CO)C[C@H]1C
    -7	1	-2	2	1	-4	-33
18. CCOc1ccc(NC(=O)c2cccc3ccccc23)cc1
    6	-3	-37	-8	-3	0	-23
19. O=C(NCc1ccc2c(c1)OCO2)c1c(-c2ccsc2)sc2ccccc12
    14	3	-2	/	-8	/	1
20. O=C(COC(=O)c1ccc(F)cc1)NCC1COc2ccccc2O1 (stereo not given)
    -9	-1	15	1	-4	-2	-10
21. CCCCNC(=O)CSc1nc(O)c(Cc2ccc(OC)cc2)c(=O)[nH]1
    0	0	-12	-9	-5	0	7
22. CCOC(=O)C1(C)CCN1C(=O)CSc1ccccc1 (stereo not given)
    -7	0	3	9	/	-1	-18
23. C/C=C/c1ccc2c(c1)O[C@H](CN(C)C(=O)Cc1ccccn1)[C@H](C)CN([C@H](C)CO)S2(=O)=O
    -6	-2	-6	-3	-7	4	/
24. CCOC(=O)Cn1c(=O)c(-c2cc(Br)ccc2N)nc2ccccc21
    -4	2	-6	-4	35	-3	-3
25. O=C(Nc1ccc(S(=O)(=O)N2CCCC2)cc1)C1CCCCC1
    0	1	-3	-2	/	-6	4
26. O=C(CSc1nnc2n1CCCCC2)NCc1ccccc1
    -4	-3	-5	3	/	/	20
27. O=C(CSc1ccccc1)Nc1ccc(C(=O)Nc2ccc(O)cc2)cc1
    48	0	-19	10	/	1	-19
28. C=C1CC[C@@H]2[C@](C)(CO)[C@H](O)CC[C@@]2(C)[C@@H]1C/C=C1/C(=O)OCC1O (stereo not given in full)
    6	/	-8	2	4	1	19
29. CCOC(=O)c1c(C)[nH]c(C)c1S(=O)(=O)N(C)CC(=O)Nc1cccc(C)c1
    -1	2	-7	2	21	7	8
30. COc1ccc(C(=O)OCC(=O)NC(=O)NC2CCCC2)c(O)c1
    3	2	-2	3	-15	-2	24
31. O=C1c2ccccc2C(=O)N1CCCCN(C(=O)c1cc([N+](=O)[O-])cc([N+](=O)[O-])c1)c1ccc(Cl)cc1
    -1	0	-12	?	2	/	83*
32. CC(=O)Nc1ccc(NC(=O)CSc2nnc(C)c(=O)[nH]2)cc1
    9	17	-3	6	-1	0	24
33. O=C(C1CC1)N1CCCC(c2ccc(Cl)cc2)=N1
    13	3	-9	?	8	-2	-2
34. O=C(C[C@H]1C=C[C@H](NC(=O)C2CCOCC2)[C@H](CO)O1)Nc1nccs1
    2	1	0	11	/	-3	/
35. CCOc1ccc(NC(=O)CN(C)C(=O)c2ccc(N3CCCCCC3)c([N+](=O)[O-])c2)cc1OCC
    -11	-1	0	6	4	-2	-13
36. O=C(Cn1ccc2ccccc2c1=O)NCC(=O)N1CCN(c2ccccc2F)CC1
    -5	1	22	-4	-5	3	4
37. CCNC(=O)C1(C)CCN(C(=O)c2cc(C)oc2C)C1 (stereo not given)
    1	4	3	-9	/	-7	7
38. O=C(C[C@@H]1C=C[C@H](NC(=O)Nc2ccc(C(F)(F)F)cc2)[C@@H](CO)O1)NCc1ccccn1
    -15	2	12	0	7	0	3
39. COc1ccc(Br)cc1C(=O)Nc1cccc(C)c1C
    -9	0	/	5	/	-5	27
40. CCC1Oc2ccccc2N(CC(=O)N2CCOCC2)C1=O (stereo not given)
    -4	-3	9	0	-1	5	-9
41. COc1cc(C(=O)NCC(=O)Nc2ccc(F)c(F)c2)ccc1OCC(=O)N1CCOCC1
    0	1	-10	?	1	-1	/
42. Cc1[nH]c2ccccc2c1C(=O)COC(=O)c1ccc2c(=O)n3c(nc2c1)CCC3
    7	-2	11	-1	1	/	20
43. COc1ccc(CNC(=O)COC(=O)c2ccccn2)cc1
    5	/	2	/	0	-2	-3
44. Cc1noc(C)c1NC(=O)Nc1ccc2c(c1)C(=O)N([C@@H](C)CO)C[C@@H](C)[C@H](CN(C)C(=O)C1CCCCC1)OCCCC[C@@H](C)O2
    4	1	-1	2	-10	-1	12
45. CC1Cc2ccccc2N1C(=O)CN1CCN(S(=O)(=O)c2cccs2)CC1 (stereo not given)
    1	2	2	8	4	0	21
46. CCOC(=O)c1csc(-c2ccc([N+](=O)[O-])cc2)n1
    0	-2	-17	-3	1	1	-58
47. CC(C)CC#Cc1cnc2c(c1)C(=O)N([C@H](C)CO)C[C@H](C)[C@@H](CN(C)Cc1ccccc1F)O2
    15	-1	-9	8	4	5	/
48. COc1ccc(S(=O)(=O)N(C)C[C@@H]2OCCCC[C@H](C)Oc3ccc(NC(=O)NC(C)C)cc3C(=O)N([C@H](C)CO)C[C@@H]2C)cc1
    0	-2	-7	-2	0	1	13
49. COc1ccc(NC(=O)Nc2ccc3c(c2)C(=O)N([C@H](C)CO)C[C@@H](C)[C@@H](CN(C)S(=O)(=O)c2ccc(Cl)cc2)OCCCC[C@@H](C)O3)cc1
    37	/	-19	/	/	/	6
50. O=C(CN1CCN(c2ccc(F)cc2)CC1)NCc1cccs1
    -2	-1	-1	0	-2	-2	-11
51. CCCC(=O)Nc1ccc2oc(=O)ccc2c1
    -2	-1	4	2	-4	-1	-29
52. O=[N+]([O-])c1ccccc1COc1ccc(Cl)c2cccnc12
    29	-1	-97	-9	-4	-4	-36
53. Cc1cc(C(=O)OCC(=O)Nc2ccc(S(N)(=O)=O)cc2)c2ccccc2n1
    13	0	31	10	/	1	16
54. Fc1ccc(C2=Nc3cccc4cccc(c34)N2)cc1
    7	5	14	0	/	5	5
55. CC(NC(=S)Nc1ccc(Cl)cc1)C(c1ccccc1)N1CCOCC1 (stereo not given)
    9	0	6	-3	-7	5	-12
56. O=C(NCC[C@H]1CC[C@H](NS(=O)(=O)c2cccc(F)c2)[C@H](CO)O1)C1CCCCC1
    -2	-1	4	-4	-1	2	-9
57. CC(=O)NCCNc1nc2cc(-c3ccc(Cl)cc3C)sc2c(=O)n1C
    2	0	-6	6	/	1	19
58. CC=Cc1ccc2n(c1=O)C[C@@H]1[C@@H](CO)[C@H](C(=O)NC3CCC3)N(C(=O)C3CCC3)[C@H]21 (mixture of isomers)
    1	-2	-8	-1	5	-9	/
59. COc1ccc(/C=N/Nc2cc(OC)ncn2)cc1
    5	0	?	1	0	5	-70
60. CC(C)(C)[S@@](=O)N1Cc2cc(C(=O)NCc3ccncc3)nc(-c3cccc(-c4ccc(C#N)cc4)c3)c2[C@H]1CCO
    4	-1	-2	-5	10	3	0

The list goes on:
Each structure is followed by: EWS-Fli inh	Casp6 inh	LGR2 antag	DENV2 CPE rescue	ARNT TACC3 PPI	SIRT5 inh	PAX8 inh HTS
61. C=CCOc1ccccc1CN1CCC(Cc2ccccc2)CC1
    5	2	-8	24*	4	-1	21
62. COc1ccc(S(=O)(=O)N(C)CC(=O)NCc2ccc3c(c2)OCO3)cc1
    -5	1	-4	2	1	-2	7
63. CCN1C(=O)c2cccc3c(NC(=O)C4CCCCC4)ccc1c23
    15	14	-4	/	3	-1	/
64. CCCC#Cc1ccc([C@H]2[C@H]3CN(C(=O)c4cccnc4)CC(=O)N3[C@H]2CO)cc1
    9	0	15	-1	/	0	/
65. COc1cc(/C=C/C(=O)OCC(=O)Nc2oc(C)c3c(C)n[nH]c(=O)c23)ccc1OC(F)F
    2	2	9	14	4	-3	-8
66. O=C(Cc1ccc(NC(=O)C2CCN(C(=O)C3CCCCC3)CC2)cc1)Nc1ccc(C(=O)N2CCOCC2)cc1
    9	0	23	3	-1	1	68*

In the list so far, 2 have a CF3 group.
Each structure is followed by: EWS-Fli inh	Casp6 inh	LGR2 antag	DENV2 CPE rescue	ARNT TACC3 PPI	SIRT5 inh	PAX8 inh HTS
14. CN(C)C(=O)c1cccc(-c2ccc3n(c2=O)C[C@H]2[C@H](CO)[C@@H](C(=O)NCC(F)(F)F)[C@@H]3N2C)c1
    -4	0	8	-4	-2	-7	/
38. O=C(C[C@@H]1C=C[C@H](NC(=O)Nc2ccc(C(F)(F)F)cc2)[C@@H](CO)O1)NCc1ccccn1
    -15	2	12	0	7	0	3

Compound activity as filed in PubChem BioAssay.

An unsorted share of the library. About 4.9% of those tested had a hit in this group.
